# Assay outcomes deposited in PubChem by several laboratories.
# Rpn11 block = inhibitors of human proteasome Rpn11. O00487. human 26S proteasome, Ub4-pepOG fluorescence polarization; 20S core pre-blocked with epoxomicin. calls only at 20 µM. 360,000 compounds, 0.59% hits. AID 588493;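 active = inhibition at 20 µM, scaled to each plate's controls, above about 33%, limit read from the data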
# FAS-TE inh = blocks the thioesterase domain of human fatty acid synthase. recombinant FAS-TE, OMFH fluorogenic substrate, fluorescence endpoint. inhibition, % at 15 µM. 360,000 compounds, 0.67% hits. AID 602261;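 active = compounds whose normalised, plate-corrected inhibition of enzyme fluorescence in the single-dose primary screen is 50% or more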;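 also: 0% = DMSO with enzyme and 100% = substrate without enzyme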
# Neddylation inh = inhibitors of human cullin neddylation. TR-FRET cullin neddylation, biochemical. 360,000 compounds, 0.58% hits. calls only at 25 µM. P61081+Q13564. AID 651699; in the data active = inhibition above about 36%
# CSN deneddyl inh = blocks human CSN-mediated cullin deneddylation | Q92905 | Purified CSN, SCF-Nedd8-OG deneddylation, fluorescence polarization | inhibition, % at 12.5 µM | 360,000 compounds, 0.38% hits | AID 651999;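 active = pattern-corrected inhibition above about 35%, with an unprinted fluorescence ratio check between 0.5 and 1.5, limit read from the data, passing the limit was not always enough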;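 also: 0% = enzyme with substrate and 100% = substrate without enzyme; some results filed as inactive read as strong as hits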
# Target sequence (Q92905 whole entry, looked up, one chain of several): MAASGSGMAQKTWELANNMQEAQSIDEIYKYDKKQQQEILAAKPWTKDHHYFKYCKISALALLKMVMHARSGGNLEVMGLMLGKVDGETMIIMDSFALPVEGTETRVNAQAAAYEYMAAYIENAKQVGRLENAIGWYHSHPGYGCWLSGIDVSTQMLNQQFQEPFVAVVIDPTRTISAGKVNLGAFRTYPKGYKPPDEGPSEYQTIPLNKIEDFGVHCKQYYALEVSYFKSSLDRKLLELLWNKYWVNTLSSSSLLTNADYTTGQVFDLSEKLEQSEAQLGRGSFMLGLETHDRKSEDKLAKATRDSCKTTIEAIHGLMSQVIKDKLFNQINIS
#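 assay system = purified human Csn5 enzyme expressed in HEK293T cells | amount = 0.24 nM enzyme | buffer or medium = Tris/NaCl/DTT buffer, pH 7.5 | reagent = 10 nM SCFSkp2-Nedd8OG | compound = one concentration, 12.5 µM, 0.25% DMSO | times = 90 min reaction at room temperature | signal = FP | read-out basis = % inhibition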
# MT1-MMP act inh = inhibitors of human MT1-MMP activation | HT1080 RFP-PRO-GFP cells, GFP/RFP ratio fluorescence, overnight; percent of plate control window, DMSO zero | GFP/RFP ratio change, % at 20 µM | 360,000 compounds, 0.061% hits | AID 651647;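 active = GFP/RFP ratio change of at least 30% with cell ATP level not reduced by more than half and red fluorescence within 50% of control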; also: strong numbers were not always called active
#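 Assay system: HT1080 RFP-PRO-GFP cells. Benchmarks: DMSO vehicle wells and RFP-L50D-GFP reporter cell wells. Times: overnight cell settling, then overnight compound exposure, 37 °C, 5% CO2. Compound: 20 µM single dose, 1% DMSO. Read-out basis: GFP/RFP fluorescence ratio.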
# PABP1 MLLE inh = inhibitors of microRNA-mediated deadenylation, human PABP1 MLLE binding | P11940 | GST-MLLE / FITC-PAM2 fluorescence polarization | inhibition, % at 20 µM | AID 588489 | 360,000 compounds, 0.36% hits; in the data active = inhibition above about 35%, passing the limit was not always enough;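 also: plate controls were DMSO wells with GST-MLLE for no effect and wells lacking GST-MLLE protein for full effect; some results filed as inactive read as strong as hits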
# Target sequence (P11940 whole entry, looked up): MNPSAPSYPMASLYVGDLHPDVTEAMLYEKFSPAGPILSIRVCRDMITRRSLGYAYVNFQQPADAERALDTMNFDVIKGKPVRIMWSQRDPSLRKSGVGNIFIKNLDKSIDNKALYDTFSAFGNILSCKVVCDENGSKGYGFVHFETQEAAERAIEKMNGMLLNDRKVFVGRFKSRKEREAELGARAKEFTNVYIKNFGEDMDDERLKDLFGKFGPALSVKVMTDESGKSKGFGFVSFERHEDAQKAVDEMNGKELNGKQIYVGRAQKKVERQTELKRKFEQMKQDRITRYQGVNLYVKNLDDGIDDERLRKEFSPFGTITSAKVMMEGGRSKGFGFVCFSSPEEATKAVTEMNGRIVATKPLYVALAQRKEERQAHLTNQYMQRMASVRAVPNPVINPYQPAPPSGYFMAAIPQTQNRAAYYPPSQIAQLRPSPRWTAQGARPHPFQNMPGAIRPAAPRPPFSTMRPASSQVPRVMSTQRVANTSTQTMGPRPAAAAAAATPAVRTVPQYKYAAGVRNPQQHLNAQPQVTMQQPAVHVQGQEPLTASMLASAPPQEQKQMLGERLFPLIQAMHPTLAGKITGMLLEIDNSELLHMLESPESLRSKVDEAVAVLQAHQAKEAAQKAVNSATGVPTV
# Rin1-Abl PPI inh = human Rin1-Abl interaction inhibition; P00519+Q13671; AID 588664; TR-FRET Rin1/Abl binding, biochemical; inhibition, % at 7.35 µM; 360,000 compounds, 0.4% hits; in the data active = inhibition above about 5%, passing the limit was not always enough
# NadD block = NadD (S. aureus) enzyme inhibition; purified NadD enzyme, colorimetric absorbance read-out; inhibition, % at 20 µM; 360,000 compounds, 0.78% hits; AID 602399; in the data active = inhibition above about 26%; also: some compounds past the cut are filed as inactive
# SKN-1 block = blocks SKN-1 activity in C. elegans. C. elegans VP596 Pgst-4::GFP/RFP ratio, acrylamide-induced, 24 h. inhibition, % at 21.8 µM. 360,000 compounds, 0.49% hits;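 active = interference check ratio from 0.5 to 1.5 plus GFP to RFP signal ratio inhibition reaching or exceeding a fixed threshold, cut at about 30% in these data, passing the limit was not always enough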; also: some compounds called inactive have numbers as strong as hits
# Active calls of the source: *; i = inactive; . = no result given.
entry	compound	FAS-TE inh	MT1-MMP act inh	NadD block	Rin1-Abl PPI inh	PABP1 MLLE inh	Neddylation inh	SKN-1 block	Rpn11 block	CSN deneddyl inh
1	Cc1cccc(Cn2nnc3c2C(=O)c2ccccc2C3=O)c1	44	-2	5	-5	2	i	-14	i	2
2	CCOC(=O)C1(Cc2cccc(OC)c2)CCN(Cc2ccon2)CC1	-4	-6	0	3	7	i	-8	i	0
3	CC(C)Cn1c(-c2ccc(F)cc2)n[nH]c1=S	-4	-1	5	-4	-10	i	-2	i	-5
4	Cc1cccc2cc(CN(CCCN3CCOCC3)Cc3nnnn3C(C)(C)C)c(=O)[nH]c12	-8	0	1	-1	-2	i	3	i	-1
5	CC(=O)/C=C/c1ccc(C)o1	-6	-2	-1	0	27	i	-3	i	2
6	Cc1cc(O)c(Sc2ncn[nH]2)cc1NS(=O)(=O)c1ccc(Cl)cc1	-18	8	9	2	4	i	23	i	-3
7	Cc1ccc(C2(O)CN(c3ccccc3C)C3=[N+]2CCS3)cc1 (stereo unspecified)	8	-6	-6	0	13	i	7	i	-6
8	COc1ccc(CN2CCn3ncc(C(=O)Nc4cccc(C)c4)c3C2=O)cc1	33	4	-4	4	-14	i	-7	i	-1
9	Cc1sc2ncnc(N3CCC(C(=O)N(C)CC(=O)Nc4cccc(F)c4)CC3)c2c1C	7	-10	-3	1	5	i	13	i	2
10	CC(C)(C)c1ccc(-c2cc(-c3ccccc3O)[nH]n2)cc1	18	5	0	-1	8	i	16	i	-1
11	COc1cc2ccccc2cc1C(=O)NNC(=O)c1ccccc1O	9	5	-1	-5	-7	i	15	i	3
12	O=c1[nH]cnc2nn(-c3ccccc3)nc12	-13	1	1	2	-9	.	-21	i	8
13	Clc1ccc(Cc2noc(-c3cccs3)n2)cc1	21	-1	-16	-1	10	i	82*	i	-9
14	Cn1cc(Cl)c(C(=O)Nc2nccs2)n1	-1	1	-2	2	-4	i	20	i	-3
15	CCOC(=O)c1c(C)[nH]c(C(=O)CC(=O)OC)c1C	-9	-3	-4	-1	3	i	6	i	-2
16	CC(C)c1ccc([C@@H]2O[C@H](CCc3ccccc3)Cc3[nH][nH]c(=O)c32)cc1	-54	3	22	.	.	i	24	.	-3
17	COc1cc(CCC(=O)Nc2sccc2C#N)cc(OC)c1OC	1	0	-2	4	-4	i	-8	i	3
18	CS(=O)(=O)c1ccc2nc(NC(=O)CN3C(=O)C4CC=CCC4C3=O)sc2c1 (stereo unspecified)	-7	-4	-2	1	-8	i	9	i	5
19	COc1ccc(C2NC(=O)c3ccccc3N2)cc1 (stereo unspecified)	-4	0	-5	2	-3	.	2	i	-2
20	CC1(C)Cc2c(sc3nnn(Cc4ccccc4)c(=O)c23)CO1	25	3	-9	-2	-3	i	9	i	-2
21	COCCNC(=O)c1cc(-c2ccc3c(c2)OCO3)on1	-5	11	1	1	1	i	17	i	4
22	CC(C)C(NC(=O)CN(c1ccc2c(c1)OCCO2)S(=O)(=O)c1ccccc1)C(C)C	16	-7	2	4	-17	i	-11	i	0
23	COc1ccc(-n2c(SCC(=O)Nc3cc(C(=O)O)ccc3C)nc3ccccc3c2=O)cc1Cl	-5	-6	-4	0	6	i	4	i	2
24	O=C(CCc1nc2ccccc2s1)OCC(=O)c1ccccc1	10	-5	-3	2	3	i	5	i	2
25	COc1ccc2c(CCNC(=O)/C=C/c3ccc(OC)c(OC)c3)c[nH]c2c1	1	-1	-2	2	10	i	-3	i	-1
26	Cc1cc(C(C)(C)C)cc(C)c1COC(=O)c1cccnc1	8	-10	1	2	-1	i	-1	i	4
27	Cc1cc(N2CCN(c3ccccc3)CC2)n2cc(-c3ccccc3)nc2n1	6	4	6	3	1	.	3	i	-2
28	O=C(Cc1ccc(-c2ccccc2)cc1)Nc1ccccn1	9	-1	4	-4	1	i	18	i	7
29	CSc1ccccc1NC(=O)CN(C)C(=O)c1ccc(NC(=O)c2cccs2)cc1	-6	2	1	4	6	i	0	i	5
30	CC(=O)c1ccc(NC(=O)c2ccc(CSc3ccccc3)o2)cc1	28	-1	-6	2	23	i	8	i	-3
31	C/C(Sc1nnc(Cc2ccccc2)o1)=C(\O)c1ccccc1	-5	-2	2	4	0	i	22	i	0
32	COc1ccc(Cn2cc(Cn3c4ccccc4c(=O)n3C(C)C)nn2)cc1	-4	2	-7	0	2	.	2	i	0
33	C(=N\n1cnnc1)/C1CCCCC1	-7	10	-2	4	12	i	-13	i	0
34	Brc1cccc(/C=N/Nc2nn[nH]n2)c1	-4	0	-4	-1	-5	i	-1	i	-2
35	CCOC(=O)c1sc(NC(=O)CNCc2cccnc2)c(C(=O)OCC)c1C	8	-1	-11	-1	5	i	-3	i	8
36	Cn1cc(S(=O)(=O)N2CCN(Cc3ccccc3)CC2)c(=O)n(C)c1=O	-4	.	-5	-2	-9	i	-9	i	-7
37	CCOc1ccc(Nc2nc(N3CCOCC3)nc(N3CCOCC3)n2)cc1	4	1	-10	-3	-8	i	2	i	1
38	CCC(C)(C)n1nnnc1C(c1cc2cccc(C)c2[nH]c1=O)N1CCN(C(=O)c2ccco2)CC1 (stereo unspecified)	-3	-5	0	0	3	i	-1	i	-1
39	CN(C)c1ccc(C(=O)NCC2CCCO2)cc1 (stereo unspecified)	-5	-1	2	-3	3	i	35	i	6
40	C=CCNC(=O)CN1C2CCCC1CC(NC(=O)c1ccccc1C)C2 (stereo unspecified)	-7	1	9	0	-6	i	-11	i	5
41	COc1ccc(CCNC(=O)Cc2ccc(OCc3ccccc3)c(OC)c2[N+](=O)[O-])cc1OCc1ccccc1	16	9	-8	2	8	i	1	i	3
42	Cn1c(=O)c([N+](=O)[O-])c(-n2cnc3ccccc32)c2ccccc21	37	2	-5	1	-13	i	6	i	-1
43	COC(=O)CCN1CCN(S(=O)(=O)c2cccc(Br)c2)CC1	-2	2	-1	-4	7	i	7	i	3
44	Nc1ncnc2c1ncn2[C@@H]1O[C@H](CNS(=O)(=O)c2ccc(-c3ccno3)s2)[C@@H](O)[C@H]1O	-7	4	1	-1	-1	i	7	i	2
45	CN(CC(=O)Nc1ccccc1C(F)(F)F)C(=O)COc1cccnc1[N+](=O)[O-]	-6	0	-2	0	-32	i	4	i	4
46	C/C(=N\NC(=O)c1nnn(-c2nonc2N)c1C)c1ccc(OCc2ccccc2)cc1	-4	-5	12	4	-2	i	2	i	1
47	CCN1CCC(C(=O)NC(c2ccc(F)cc2)c2ncccc2C)CC1 (stereo unspecified)	-7	1	0	-1	3	i	-3	i	-4
48	CCN1CCN(CCNC(=O)CCCn2nc(C)c3c(C)n(-c4ccc(C)cc4)nc3c2=O)CC1	-3	3	-1	-3	-3	i	16	i	3

# Some values from the list.
# In CSN deneddyl inh, cpd 45 is listed with 4
# In SKN-1 block, cpd 47 is listed with -3

# The list goes on.
entry	compound	FAS-TE inh	MT1-MMP act inh	NadD block	Rin1-Abl PPI inh	PABP1 MLLE inh	Neddylation inh	SKN-1 block	Rpn11 block	CSN deneddyl inh
49	CCc1cccc(C)c1NC(=O)CCNC(=O)c1cccc(C)c1	-6	4	-8	-1	1	i	8	i	1
50	CCOC(=O)N1CCN(c2nc(-c3ccccc3)c3ccccc3n2)CC1	18	-5	-1	-2	-5	.	-3	i	2
51	Cc1ccc(CNC(=O)c2ccc(Cl)cc2[N+](=O)[O-])cc1	15	-2	1	-6	5	i	10	i	0
52	CCN(C(=O)CSc1nnc(-c2cccs2)o1)C1CCS(=O)(=O)C1 (stereo unspecified)	-1	-1	-2	-2	-8	i	0	i	6
53	Cc1cccc(C)c1NC(=O)C/C(N)=N/O	-13	-5	2	-3	10	i	-10	i	4
54	CCCC[C@@H]1CN=C(N)N1CCCC	-16	1	-2	2	1	i	19	i	-3
55	O=C(CN(CC1CCCO1)C(=O)CNS(=O)(=O)c1ccc(Cl)cc1)NC1CCCCC1 (stereo unspecified)	-3	-2	-13	0	1	i	4	i	-1
56	Cc1nc(SCC(=O)Nc2nccs2)c(C#N)c(C)c1C	-6	1	-3	2	-1	i	-5	i	-7
57	COc1ccc(-c2cn(-c3ccccc3)nc2CO)cc1	-3	6	-3	1	0	i	10	i	2
58	CCCCN1C(=O)N(C)C2NC(=O)NC21 (stereo unspecified)	-5	-1	-6	66*	2	i	-27	i	-2
59	Cc1ccccc1/C=C\c1nc(O)c([N+](=O)[O-])c(=O)[nH]1	-6	0	-1	1	4	i	3	i	-2
60	CCOc1ccccc1NC(=O)CSc1nc(N)c(C#N)cc1C#N	3	-6	4	-57	-10	i	-19	i	6
61	CCOC(=O)c1cc2c(ccn2C)n1Cc1ccc(C#N)cc1	15	-4	-11	-2	11	i	7	i	1
62	CCNC(=S)NNC(=O)c1cc(Br)cs1	-10	2	7	-2	-26	i	3	i	4
63	CCCCCCC(=O)Oc1ccc(N2C(=O)CCC2=O)cc1	-5	3	2	-1	1	i	10	i	-2
64	CCn1c(CNC(=O)c2cccc(C)c2)nnc1SCC(=O)Nc1cccc(OC)c1	-3	-1	-5	6	-3	i	7	i	-4
65	COc1ccc([C@H]2C[C@@H](O)[C@H](n3cc(-c4ccc(F)cc4)nn3)CN2CC2CCCCC2)cc1	8	-3	20	-4	-6	i	-1	i	-1
66	CCCNC(=O)Cn1c(=O)/c(=C/c2ccc(-c3cccc([N+](=O)[O-])c3)o2)s/c1=C\C(=O)C(C)(C)C	-72	-52	18	3	136	i	-6	i	1
67	CCN(CC)CCC(c1cc(OC)c(OC)c(OC)c1)c1c(OC)cc(OC)c2ccc(=O)oc12 (stereo unspecified)	-4	-1	-1	0	12	i	-3	i	-2
68	CCOC(=O)COc1ccc(S(=O)(=O)NC2CC2)cc1	-2	0	-6	2	0	i	9	i	0
69	COc1cc(/C=C/C(=O)OCC(=O)N2CCCCCC2)cc(OC)c1OC	-3	3	3	-9	6	i	8	i	4
70	O=C(c1cccc(S(=O)(=O)Nc2ccc(F)cc2)c1)N1CCCC1	-6	1	6	2	3	i	-2	i	1
71	COc1cccc2sc3cc(NCc4ccc5c(c4)OCO5)ccc3c(=O)c12	7	5	23	-11	-7	i	-7	i	-4
72	Cc1ccc(S(=O)(=O)N2Cc3ccccc3CC2C(N)=O)cc1 (stereo unspecified)	-6	5	4	-1	9	i	-5	i	1
73	C/C(=N\O)c1ccccc1C(=O)O	-2	3	-4	-2	5	i	-4	i	0
74	O=C(Cc1ccccc1)NNC(=S)NC(=O)c1cccs1	-3	2	-2	-5	17	i	21	i	1
75	Cc1ccc2ccccc2c1CSc1nc(N)nc2c1ncn2CC(C)C	24	7	13	5	14	i	-1	i	-2
76	CC(C)(C)OC(=O)N[C@@H](C(=O)OC(C)(C)C)c1ccc2c(c1)OCO2	10	-2	-4	4	2	i	-11	i	-2
77	Cc1cc(=O)cc(C)n1-c1ccc(F)cc1F	-3	-4	-5	-2	2	i	3	i	-10
78	CN(C)C(=O)N(CCCN1CCOCC1)Cc1cccc2ccccc12	-5	1	-5	-4	4	i	-22	i	1
79	COc1ccc(/C=C2\CCc3ccccc3C2=O)c(OC)c1OC	4	3	-6	-4	1	i	-3	i	1

# An unsorted share of the library; any-hit rate near 3.9%.
